Screening data deposited in PubChem by several laboratories.
GLD-1 TGE inh: GLD-1-TGE RNA interaction inhibition (C. elegans); purified GLD-1 + fluorescein TGE RNA, fluorescence polarization; 320,000 compounds, 0.44% hits; inhibition, % at 5.96 µM;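 active means percent inhibition above a per-plate cutoff, the plate mean of test compounds plus 3 SD, cut at about 30% in these data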;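 further: 0% = DMSO wells with GLD-1 and probe and 100% = wells lacking GLD-1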
PME-1 primary: blocks human protein phosphatase methylesterase 1; recombinant PME-1, FP-Rh probe fluorescence polarization; 320,000 compounds, 0.53% hits; Q9Y570; inhibition, % at 5.9 µM;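 active means inhibition above the campaign mean of all compounds plus 3 SD, cut at about 26% in these data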;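 further: competitive labeling of PME-1 active site by serine hydrolase directed probe; 0% = PME-1 with DMSO and 100% = wells lacking PME-1 enzyme; inhibitors block probe labeling so polarization falls and inhibition rises; many of its hits are not listed in these tables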
Target sequence (Q9Y570 whole entry, looked up): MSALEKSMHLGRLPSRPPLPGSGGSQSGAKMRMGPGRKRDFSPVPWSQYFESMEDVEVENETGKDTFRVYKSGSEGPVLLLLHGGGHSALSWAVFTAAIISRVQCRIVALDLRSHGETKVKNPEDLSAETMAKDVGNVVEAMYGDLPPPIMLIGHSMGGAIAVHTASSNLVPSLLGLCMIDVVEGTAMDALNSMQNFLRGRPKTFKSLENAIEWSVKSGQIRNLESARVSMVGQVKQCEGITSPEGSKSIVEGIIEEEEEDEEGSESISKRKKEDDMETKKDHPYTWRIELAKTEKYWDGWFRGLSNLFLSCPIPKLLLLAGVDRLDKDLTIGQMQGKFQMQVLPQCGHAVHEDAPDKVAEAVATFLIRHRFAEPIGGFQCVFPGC
GRK2 inh: blocks RNA aptamer binding to human GRK2 | P25098 | bead flow cytometry, FAM-aptamer displacement from GRK2 | inhibition of aptamer binding, % at 10 µM | 330,000 compounds, 0.59% hits | AID 488847;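 active means inhibition of aptamer binding above 40%, roughly 3 SD of noise, on plates passing a quality check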;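 further: median bead fluorescence of bound FAM aptamer so fluorescent compounds give negative values; no value below 0 was filed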
Efflux pump inh: inhibitors of Candida antifungal efflux pumps expressed in yeast; S. cerevisiae Candida pump triplex, Nile Red efflux; 330,000 compounds, 0.44% hits; inhibition, % at 10 µM; AID 485275;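 active means plate passing quality check with inhibition over a set limit, or well fluorescence over plate mean plus 4 SD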;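 further: Nile Red retained in pooled yeast measured as flow cytometry median fluorescence; 0% = buffer negative control and 100% = Enniatin B positive control; higher means more Nile Red kept so more efflux inhibition; some compounds called inactive have numbers as strong as hits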
MEX-5 binding: C. elegans MEX-5 TCR-2 RNA binding activity; MEX-5/FITC-TCR2 RNA binding, fluorescence polarization; hits give low values; activity score (negative = inhibition of binding), % at 10 µM; 300,000 compounds, 0.38% hits;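 active means inhibition past about -25% in most replicates, and total fluorescence under double the plate's negative control median, limit read from the data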;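 further: 0% = DMSO and -100% = 5 µM competing unlabeled TCR2 RNA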
Target sequence (Q9XUB2 whole entry, looked up): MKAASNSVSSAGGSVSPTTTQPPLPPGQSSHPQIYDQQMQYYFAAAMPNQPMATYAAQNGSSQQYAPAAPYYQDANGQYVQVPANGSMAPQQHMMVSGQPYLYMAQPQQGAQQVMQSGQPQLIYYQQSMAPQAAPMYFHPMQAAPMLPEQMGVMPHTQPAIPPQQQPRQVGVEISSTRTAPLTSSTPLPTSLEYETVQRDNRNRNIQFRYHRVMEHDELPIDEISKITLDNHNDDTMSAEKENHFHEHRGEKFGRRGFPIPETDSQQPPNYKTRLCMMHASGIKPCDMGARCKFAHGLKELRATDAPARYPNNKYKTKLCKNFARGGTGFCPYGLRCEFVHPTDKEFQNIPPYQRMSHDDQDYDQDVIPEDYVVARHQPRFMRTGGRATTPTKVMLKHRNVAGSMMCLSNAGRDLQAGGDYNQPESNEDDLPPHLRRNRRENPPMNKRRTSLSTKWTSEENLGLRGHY
VLA-4 inh: inhibition in a human VLA-4 binding assay. P13612. VLA-4 expressing cells, ligand binding flow cytometry. inhibition, % (about 7 µM as worked out from the volumes in the protocol). 330,000 compounds, 0.2% hits. AID 2557; in the data active means inhibition above about 50%
Bcl-xL primary: Bcl-xL (human) inhibition; 320,000 compounds, 0.7% hits; GST-Bcl-xL / FITC-Bim BH3 peptide fluorescence polarization; inhibition, % at 10.9 µM; Q07817;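 active means inhibition above the mean of all tested compounds plus 3 SD, cutoff set per campaign, cut at about 30% in these data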;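 further: 0% = DMSO wells and 100% = unlabeled Bim-BH3 peptide competitor; inhibitors lower millipolarization by displacing the labeled peptide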
Target sequence (Q07817 whole entry, looked up): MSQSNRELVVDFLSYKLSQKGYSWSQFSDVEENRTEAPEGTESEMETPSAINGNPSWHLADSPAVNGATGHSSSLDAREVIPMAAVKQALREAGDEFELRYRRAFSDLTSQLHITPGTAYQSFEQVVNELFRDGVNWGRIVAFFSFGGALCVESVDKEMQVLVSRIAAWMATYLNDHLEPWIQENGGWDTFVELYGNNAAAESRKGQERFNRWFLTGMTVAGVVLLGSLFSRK
Fam108B counter: Fam108B inhibition, counter-screen for RBBP9 inhibitors; inhibition, % at 9.51 µM; AID 1947; 300,000 compounds, 0.33% hits; recombinant Fam108B, FP-Rh probe fluorescence polarization;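 active means inhibition above the screen mean inhibition plus 3 SD, computed separately per campaign, cut at about 18% in these data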;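 further: inhibitors lower polarization as less probe binds the enzyme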
MCL1 BIM primary: disrupts human MCL1 binding to BIM-BH3 peptide; inhibition, % at 10.9 µM; 320,000 compounds, 0.68% hits; GST-MCL1 / FITC-Bim-BH3 fluorescence polarization;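 active means inhibition above the mean inhibition of all tested compounds plus 3 SD, set per campaign, cut at about 40% in these data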;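 further: 0% = DMSO wells and 100% = unlabeled Bim-BH3 peptide control; higher means more loss of mP so more displacement of Bim peptide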
* marks the source's active call; other numbers are inactive results; & = joins results of further samples.

SMILES | GLD-1 TGE inh | PME-1 primary | GRK2 inh | Efflux pump inh | MEX-5 binding | VLA-4 inh | Bcl-xL primary | Fam108B counter | MCL1 BIM primary
O=C1CC(NC(=O)C(F)(F)F)c2cc3c(cc21)OCO3 (stereo not given) | 7 | 7 | 2 | -0.3 | 1.0 | 9 | 2 | 1 | -2
CC(=O)Nc1ccc(/C=C/c2ccc3c([N+](=O)[O-])cccc3n2)cc1 | -2 | 3 | 0 | 0.0 | -1.5 | 3 | -4 | -2 | -6
CC(NC(=O)c1cc(-c2cccs2)on1)c1ccccc1 (stereo not given) | 4 | 3 | 0 | 0.2 | 1.3 | -4 | 3 | -4 | 4
Cc1cc(-n2cnnn2)cc(C)c1S(=O)(=O)N(C)c1ccccc1 | 4 | 2 | 2 | -0.2 | 2.5 | 4 | 3 | 0 | -3
COC(=O)Cn1cnc2scc(-c3ccc(C)cc3)c2c1=O | 6 | 3 | 3 | -0.1 | 1.0 | 14 | 1 | 3 | 14
Cc1ccc(CC2C(=O)N(CC(=O)O)C(=O)C2C)cc1 (stereo not given) | 2 | -5 | 0 | 0.2 | 0.5 | 1 | -3 | -4 | -7
CCc1ccccc1NC(=S)Nc1cc(OC)c(NC(=O)C(C)C)cc1OC | -4 | -3 | 2 | -0.2 | -1.8 | 19 | 6 | 1 | 10
CC[C@@]12C(=O)N(c3cccc(Br)c3)C(=O)N1[C@H](c1ccc(Br)cc1)[C@@H]1C(=O)N(C(C)(C)C)C(=O)[C@@H]12 | 11 | 1 | 2 | 0.0 | -0.7 | 4 | 2 | -2 | 2
Cc1ccc(Cn2nc(C)c(NC(=O)c3noc4c3CCCCC4)c2C)cc1 | 5 | 2 | 2 | -0.1 | -3.1 | -4 | 2 | 1 | 8
O=C(CCNc1n[nH]c(=O)[nH]c1=O)N1CCCCC1 | 1 | -4 | 2 | 0.1 | -1.2 | 5 | 3 | -3 | 5
O=C(CCS(=O)(=O)c1ccccc1)Nc1ccc2c(c1)OCO2 | 4 | 1 | 11 | -0.1 | 1.2 | 10 | 4 | 1 | 6
COc1ccccc1C(=O)OCc1c(F)cccc1Cl | -1 | -2 | 1 | 0.0 | 1.2 | 5 | 3 | -2 | 5
CC(C)C(C(=O)NC(C)(C)C)N1C(=O)c2ccccc2C1=O (stereo not given) | 5 | -1 | 2 | 0.0 | -1.8 | 20 | 4 | -2 | 7
O=C(Nc1ccc2c(c1)CCC2)C1CCCN(c2ncccn2)C1 (stereo not given) | 4 | 4 | 0 | 0.1 | -0.2 | 1 | 5 | -4 | -3
CCCc1nc2oc3c(=O)[nH]cnc3c2c2c1CCCC2 | 5 | -5 | 0 | 0.1 | 1.9 | -8 | 9 | -1 | -4
C=C(c1ccccc1)c1ccc(N(C)C)cc1 | 3 | 3 | 2 | 0.0 | 0.1 | -2 | 2 | -1 | 0
O=C(O)C1C2CCC(O2)C1C(=O)Nc1ccc(OC(F)F)cc1 (stereo not given) | 0 | 2 | 9 | 0.0 | -1.1 | 2 | 8 | 0 | 9
CCC(C)NC(=O)c1ccccc1NC(=O)C(C)N(c1ccccc1)S(C)(=O)=O (stereo not given) | 8 | -2 | 0 | 0.0 | -4.9 | 5 | 1 | 2 | -4
CC(C)Nc1nc(NC(C)C)nc(Oc2ccc(OCc3ccccc3)nn2)n1 | -3 | 1 | 1 | 0.1 | -2.7 | -18 | 5 | 2 | 2
O=C(CN1CCN(Cc2ccccc2Cl)C1=O)NCc1ccco1 | -1 | -3 | 1 | -0.1 | -3.3 | -13 | 8 | -2 | 3
CCCCN(CCCC)c1ncnc2nc[nH]c12 | -2 | 1 | 0 | 0.1 | 0.6 | 8 | 5 | -1 | 7
CC1(C)Cc2nc(Cl)c(C#N)cc2CO1 | -5 | -1 | 10 | -0.1 | 0.6 | 4 | 9 | 0 | -1
CC1CCC(C(C)C)C(OC(=O)Cn2c(-c3ccc(Br)cc3)[n+](C)c3ccccc32)C1 (stereo not given) | 10&-4 | -3&-1 | 0&0 | -0.2&0.2 | 0.1&-0.4 | 2&26 | 2&3 | 0&0 | -1&2
CCOc1ccc(NC(=O)c2sc3nc(N4CCOCC4)c4c(c3c2N)CC(C)(C)OC4)cc1 | 7 | 0 | 2 | -0.1 | 2.9 | 21 | 2 | 1 | 2
CCOC(=O)C1CCN(C(=O)COc2cc(C)c(Br)cc2C)CC1 | 6 | 3 | 0 | 0.2 | 0.0 | -4 | 1 | -6 | 0

2 consecutive compounds already listed, for reference:
SMILES | GLD-1 TGE inh | PME-1 primary | GRK2 inh | Efflux pump inh | MEX-5 binding | VLA-4 inh | Bcl-xL primary | Fam108B counter | MCL1 BIM primary
O=C1CC(NC(=O)C(F)(F)F)c2cc3c(cc21)OCO3 (stereo not given) | 7 | 7 | 2 | -0.3 | 1.0 | 9 | 2 | 1 | -2
CC(=O)Nc1ccc(/C=C/c2ccc3c([N+](=O)[O-])cccc3n2)cc1 | -2 | 3 | 0 | 0.0 | -1.5 | 3 | -4 | -2 | -6

Additional results:
SMILES | GLD-1 TGE inh | PME-1 primary | GRK2 inh | Efflux pump inh | MEX-5 binding | VLA-4 inh | Bcl-xL primary | Fam108B counter | MCL1 BIM primary
CC(OC(=O)c1ccccc1O)C(=O)Nc1ccc(Cl)cn1 (stereo not given) | 7 | -3 | 1 | -0.2 | -1.0 | 9 | 2 | -2 | 3
CCN(CC)c1ccc(CN(C(=O)c2ccco2)C2CCS(=O)(=O)C2)cc1 (stereo not given) | 2 | 0 | 0 | -0.1 | -0.2 | -1 | 2 | -2 | 7
COc1cc2c(cc1OC)C(C(=O)N1CCCCC1)C(c1ccccc1F)N(C)C2=O (stereo not given) | -4 | -6 | 0 | 0.0 | 0.1 | 6 | 9 | 2 | 10
CC(=O)c1ccc(S(=O)(=O)N2CCN(C(=O)CSc3ccc(C)c(C)c3)CC2)cc1 | -5 | -9 | 2 | 0.3 | 3.1 | 2 | -5 | -6 | 1
CC1CCCC(NC(=O)c2ccc3snnc3c2)C1C (stereo not given) | -5 | -2 | 1 | 0.1 | -0.9 | 5 | 0 | 4 | -1
CC(=O)N1CCOc2cc(S(=O)(=O)NC(C)c3ccccc3)c(Cl)cc21 (stereo not given) | 11 | 0 | 0 | 0.2 | -3.1 | -12 | -4 | -7 | -5
CC(=O)NC(Cc1ccc(F)c(F)c1)C(=O)NC1CCN(C(=O)c2ccc(Cl)cc2)CC1 (stereo not given) | 9 | -4 | 0 | 0.5 | -0.7 | -7 | -4 | 1 | -1
CC1CCN(C(=O)CSC2=NS(=O)(=O)c3cc(F)ccc3N2)CC1 | -10 | 0 | 1 | -0.1 | 2.6 | 0 | 4 | 14 | 3
O=C(Cn1cnc2c(oc3ccccc32)c1=O)NCc1ccco1 | 0 | -1 | 0 | -0.1 | 3.3 | -3 | 6 | -1 | 5
Cc1ccc2cc(C3CC(c4ccco4)=NN3C(=O)CCCC(=O)O)c(Cl)nc2c1 (stereo not given) | 3 | -1 | 2 | 0.0 | 3.2 | 16 | 2 | 0 | 2
CCOC(=O)Cn1c(=NC(=O)c2cc(-c3cccs3)nc3ccccc23)sc2cc(S(N)(=O)=O)ccc21 | -29 | -72 | 0 | 0.0 | -17 | 12 | -44 | -27 | -93
CC(OC(=O)c1cccc(-n2cnnn2)c1)C(=O)N(C)c1ccccc1 (stereo not given) | 1 | 7 | 3 | 0.2 | -2.3 | 2 | 2 | 1 | -2
CC1CCCCC12NC(=O)N(CC(=O)c1ccc[nH]1)C2=O (stereo not given) | -3 | 3 | 0 | 0.1 | -3.0 | 2 | 5 | -1 | -6
Cc1ccccc1Cc1c(C)nc2c(C(=O)N3CCN(Cc4ccc5c(c4)OCO5)CC3)cnn2c1C | 0 | 2 | 0 | 0.1 | -0.2 | -15 | 6 | 1 | 4
O=C(/C=C/c1ccccc1)NC(=S)N1CCSCC1 | 7 | -6 | 0 | 0.0 | -1.1 | 6 | 0 | 0 | 4
CCCC(=O)Nc1nc2ccc(S(=O)(=O)N3CCCCC3)cc2s1 | 3 | 5 | 4 | -0.1 | -0.6 | -4 | 7 | 1 | 10
CCOC(=O)c1[nH]c2ccc(OC)cc2c1NC(=S)N1CCN(c2ccccc2)CC1 | 8 | 2 | 0 | 0.2 | 0.4 | 10 | 6 | -3 | 8
Cc1cccc(-c2nnc3n2N=C(c2ccccc2Br)CS3)c1 | -2 | 1 | 3 | -0.1 | 2.1 | -5 | -1 | 2 | 0
O=c1[nH]c(Cc2ccc(F)cc2)nc2scc(-c3ccc(F)cc3)c12 | 2 | 3 | 3 | 0.0 | -4.1 | 16 | 5 | 0 | 4
Cc1cc(NC(=O)c2ccc(Cl)cc2)c(C)cc1O | 10 | -3 | 0 | -0.1 | 0.3 | 3 | 3 | -1 | -3
CN(C(=O)c1cnccn1)c1c(N)n(Cc2ccccc2)c(=O)[nH]c1=O | 7 | 2 | 5 | -0.1 | -0.5 | 1 | 1 | 9 | 10
CCCS(=O)(=O)N1CCC(C(=O)NCc2ccco2)CC1 | 6 | -2 | 14 | 0.1 | -2.2 | 5 | 7 | -4 | 14
CCCCCNC(=O)CCn1c(=O)oc2ccccc21 | 2 | 0 | 0 | 0.1 | -0.1 | -1 | 9 | 4 | 5
COc1ccc(S(=O)(=O)NNC(=S)NCCc2ccccc2)c(OC)c1 | 1 | 2 | 4 | -0.3 | 3.1 | 8 | 3 | -2 | 8
COc1ccc(OC)c(NC(=S)NC(=O)c2ccc(Br)o2)c1 | -3 | 2 | 1 | 0.7 | -0.9 | -6 | 1 | -5 | 3

(cont.)
SMILES | GLD-1 TGE inh | PME-1 primary | GRK2 inh | Efflux pump inh | MEX-5 binding | VLA-4 inh | Bcl-xL primary | Fam108B counter | MCL1 BIM primary
O=C(N/N=C/c1cccnc1)c1sc2ccccc2c1Cl | -1 | -3 | 0 | 0.4 | -0.3 | 7 | 5 | -5 | 6
CC(=O)Nc1nnc(Cc2ccccc2)s1 | 4 | -3 | 4 | 0.1 | 0.5 | 6 | 1 | 1 | -5
CCCCN1C(=O)N(c2nnc(C(C)(C)C)s2)C(O)C1c1ccc(C)cc1 (stereo not given) | 13 | -2 | 0 | 0.2 | -1.7 | 2 | 6 | 0 | 5
CC(C)n1nnnc1SCC(=O)N1CCN(C(=O)c2ccco2)CC1 | 7 | -11 | 10 | 0.0 | 1.6 | -3 | 7 | 2 | -4
N=C1C(c2nc3ccccc3s2)=C(O)CN1CCCO | -3 | 1 | 0 | -0.1 | -4.3 | -3 | 7 | -1 | 0
Cc1nnc(SCCn2c(N3CCN(C)CC3)nc3c2c(=O)n(C)c(=O)n3C)s1 | 2 | 4 | 0 | 0.0 | 0.7 | -1 | 5 | 1 | 4
CC(C)NC(=O)Cn1cc(S(=O)(=O)N2CCCC2)c(S(=O)(=O)N2CCCC2)c1 | -7 | 2 | 1 | -0.1 | -2.0 | 3 | 2 | -2 | 0

Filtered by structure, those above with a COOH group
SMILES | GLD-1 TGE inh | PME-1 primary | GRK2 inh | Efflux pump inh | MEX-5 binding | VLA-4 inh | Bcl-xL primary | Fam108B counter | MCL1 BIM primary
Cc1ccc(CC2C(=O)N(CC(=O)O)C(=O)C2C)cc1 (stereo not given) | 2 | -5 | 0 | 0.2 | 0.5 | 1 | -3 | -4 | -7
O=C(O)C1C2CCC(O2)C1C(=O)Nc1ccc(OC(F)F)cc1 (stereo not given) | 0 | 2 | 9 | 0.0 | -1.1 | 2 | 8 | 0 | 9
Cc1ccc2cc(C3CC(c4ccco4)=NN3C(=O)CCCC(=O)O)c(Cl)nc2c1 (stereo not given) | 3 | -1 | 2 | 0.0 | 3.2 | 16 | 2 | 0 | 2

This is a subset. The share of hits here may be higher or lower than overall.
